LRH-1 inv ag = inverse agonists of human LRH-1 (NR5A2); O00482; HEK293T StAR-luciferase reporter, LRH-1 transfected, 24 h; inhibition, % at 3.6 µM; 360,000 compounds, 0.13% hits;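 active = inhibition above the mean inhibition of all tested compounds plus 3 SD, cut at about 73% in these data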;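 note: 0% = DMSO wells and 100% = reporter-only cells lacking LRH-1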
Target sequence (O00482 whole entry, looked up): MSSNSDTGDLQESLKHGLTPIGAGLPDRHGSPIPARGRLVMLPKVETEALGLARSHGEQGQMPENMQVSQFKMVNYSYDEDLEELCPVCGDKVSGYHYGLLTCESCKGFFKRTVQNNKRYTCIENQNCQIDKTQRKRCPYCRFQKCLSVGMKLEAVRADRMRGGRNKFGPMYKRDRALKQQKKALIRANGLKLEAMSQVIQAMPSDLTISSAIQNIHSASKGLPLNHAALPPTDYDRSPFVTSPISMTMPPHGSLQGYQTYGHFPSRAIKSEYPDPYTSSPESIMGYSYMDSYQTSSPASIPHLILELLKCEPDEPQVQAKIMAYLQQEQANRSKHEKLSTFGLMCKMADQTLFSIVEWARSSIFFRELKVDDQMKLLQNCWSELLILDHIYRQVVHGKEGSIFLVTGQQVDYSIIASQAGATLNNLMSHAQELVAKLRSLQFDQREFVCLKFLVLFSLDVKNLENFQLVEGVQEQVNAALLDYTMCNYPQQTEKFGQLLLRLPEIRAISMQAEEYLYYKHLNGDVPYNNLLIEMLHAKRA
CF NFkB inh = blocks PAF-induced NF-kB reporter in cystic fibrosis cells; KKLEB NF-kB-GFP reporter, GFP fluorescence overnight; inhibition, % at 5 µM; 360,000 compounds, 0.86% hits; AID 588850;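 active = at least 50% inhibition at 5 µM, scaled per plate between neutral and stimulator controls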;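 note: PAF is a Pseudomonas aeruginosa culture filtrate used as stimulus; plate controls were PAF-stimulated DMSO wells for no effect and unstimulated DMSO wells for full effect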
KKLEB tox = reduces viability of KKLEB cystic fibrosis airway cells; KKLEB CF airway cells viability, ATPlite luminescence, overnight; active compounds read low; cells stimulated with P. aeruginosa culture filtrate; activity change (cytotoxicity), % at 5 µM; 360,000 compounds, 0.36% hits; AID 602141;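 active = corrected activity change at or below -50% at 5 µM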
TROY NFkB inh = inhibitors of TROY-dependent NF-kB signaling | Q293 LMP1-TROYcd NF-kB luciferase reporter, 4 h | inhibition, % at 10 µM | 360,000 compounds, 0.98% hits;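 active = compounds whose plate-normalised and pattern-corrected inhibition of the luciferase reporter signal at the single screening dose is 50% or more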
LMP1 NFkB inh = reduces LMP1-driven NF-kappaB luciferase signal; inhibition, % at 12.5 µM; AID 504558; 350,000 compounds, 0.69% hits; LMP1-induced NF-kappaB luciferase reporter cells, luminescence; in the data active = inhibition above about 41%;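 note: 0% = neutral control wells and 100% = reference inhibitor control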
TRAIL sens C8 = caspase-8 TRAIL sensitization. NB7+C8 cells + TRAIL, ATPlite viability luminescence. inhibition (viability loss, TRAIL sensitization), % at 10 µM. 360,000 compounds, 1% hits;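 active = compounds causing at least 50% loss of cell viability in the single-dose screen, relative to plate controls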
COUP-TFII inh = blocks human COUP-TFII nuclear receptor; P24468; HEK293T NGFI-A luciferase reporter, luminescence; inhibition, % at 8.6 µM; 370,000 compounds, 0.7% hits; AID 686940;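 active = inhibition above a per-plate cutoff, mean inhibition of test wells between control levels plus 3 SD, cut at about 38% in these data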;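 note: cells cotransfected with COUP-TFII expression vector driving the NGFI-A reporter; 0% = median of COUP-TF2 test wells and 100% = reporter-only cells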
Target sequence (P24468 whole entry, looked up): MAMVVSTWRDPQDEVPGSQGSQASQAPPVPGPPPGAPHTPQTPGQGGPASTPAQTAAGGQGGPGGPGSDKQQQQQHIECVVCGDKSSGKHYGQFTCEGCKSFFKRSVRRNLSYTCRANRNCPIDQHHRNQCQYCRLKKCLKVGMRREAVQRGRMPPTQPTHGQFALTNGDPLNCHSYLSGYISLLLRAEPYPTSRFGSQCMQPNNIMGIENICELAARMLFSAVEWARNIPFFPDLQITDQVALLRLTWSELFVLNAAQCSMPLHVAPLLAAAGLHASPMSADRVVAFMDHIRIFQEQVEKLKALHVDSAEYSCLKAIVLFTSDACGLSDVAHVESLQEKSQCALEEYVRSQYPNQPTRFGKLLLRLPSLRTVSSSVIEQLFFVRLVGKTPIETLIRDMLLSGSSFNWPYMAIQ
NCOA3 inh = human NCOA3 inhibition; 360,000 compounds, 0.17% hits; AID 588352; inhibition, % at 3.6 µM; HEK293 GAL4-SRC3 luciferase reporter, luminescence; Q9Y6Q9;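 active = inhibition above a per-campaign cutoff, the mean of all compounds plus 3 SD, cut at about 60% in these data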;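 note: 0% = DMSO-treated cells and 100% = gossypol-treated cells at 36 µM; higher means less SRC3-driven luciferase light from the GAL4 reporter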
SRC1 inh = inhibitors of human steroid receptor coactivator 1 (SRC1) | AID 588354 | inhibition, % at 3.6 µM | HEK293 GAL4-SRC1 luciferase reporter, luminescence | 360,000 compounds, 0.12% hits | Q15788;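 active = inhibition above the campaign mean plus 3 SD, with each screening campaign given its own cutoff, cut at about 60% in these data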;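 note: 0% = DMSO treated cells and 100% = gossypol at 36 µM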
Shn3 inh set2 = inhibitors of Schnurri-3 3'UTR reporter in osteoblasts. AID 588674. 360,000 compounds, 0.52% hits. inhibition, % at 12.5 µM. Clone20 osteoblast Shn3 3'UTR firefly luciferase, 24 h;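 active = mean inhibition of at least 75% with every replicate also reaching 75%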;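 note: 0% = median of neutral control wells and 100% = pilot-screen positive control compound; some compounds past the cut are filed as inactive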
TWEAK-Fn14 inh = TWEAK-Fn14 signaling inhibition; TWEAK-stimulated Fn14 reporter cells, luciferase luminescence, 8 h; inhibition, % at 10 µM; 360,000 compounds, 2% hits; in the data active = inhibition above about 50%
Active calls of the source: *; / = not tested or not shown. Only part of the results is shown. The share of hits here may be higher or lower than overall.

#1 O=C(NCC(c1cccnc1)N1CCOCC1)c1cccs1 (stereo not drawn)
#2 COc1ccc(/C=N/NC(=O)c2nc(-c3ccccc3)cc(-c3ccccc3)n2)cc1OC
#3 O=C(NC(=S)Nc1nc(-c2cccc([N+](=O)[O-])c2)cs1)c1ccccc1Cl
#4 CCCCOC(=O)C1C2C=C[C@]3(CN(C(C)c4ccc(OC)cc4)C(=O)[C@H]13)O2 (stereo partly drawn)
#5 COCCn1c(-c2ccc(F)cc2)nc2cccnc21
#6 CCC(=O)Nc1cccc(NC(=O)c2cccc([N+](=O)[O-])c2)c1
#7 S=C(NCC1CCCO1)Nc1cc(Cl)c(Cl)cc1Cl (stereo not drawn)
#8 CC(=O)c1cccc(NC(=O)C2Cc3c(-c4ccc5c(c4)OCO5)ccnc3O2)c1 (stereo not drawn)

compound no.	1	2	3	4	5	6	7	8
LRH-1 inv ag	-13	8	-9	-11	-7	11	10	19
CF NFkB inh	-12	-17	16	-19	0	9	13	-2
KKLEB tox	0	-1	-24	0	28	-9	-5	-3
TROY NFkB inh	-12	-23	21	/	3	-21	-9	37
LMP1 NFkB inh	-7	-9	7	3	2	0	-25	/
TRAIL sens C8	-15	23	2	-16	-17	-4	-2	3
COUP-TFII inh	-7	-7	9	1	-2	/	5	27
NCOA3 inh	4	14	3	4	1	15	6	6
SRC1 inh	-15	1	-1	-11	-29	12	8	6
Shn3 inh set2	-9	-11	-13	6	-1	-21	-17	20
TWEAK-Fn14 inh	-5	-1	-86	89*	-7	-12	-24	27

#9 CN1C(=O)/C(=C/c2ccc(C(=O)Nc3ccc(O)cc3C(=O)O)cc2)SC1=S
#10 O=C1CC(c2ccccc2)Cc2nc(N3CCc4ccccc43)ncc21 (stereo not drawn)
#11 OCC1OC(n2cnc3c(NCCc4ccccc4)ncnc32)C(O)C1O (stereo not drawn)
#12 Cc1cccc(CS(=O)(=O)Cc2ccc(C(=O)NCc3cccs3)o2)c1
#13 CNc1c([N+](=O)[O-])cnn1-c1ccccc1F
#14 Cc1ccc(S(=O)(=O)N(C)C)cc1NC(=O)COC(=O)CCC(=O)c1cccs1
#15 CCOC(=O)c1ccc(Nc2nc(N)c3cc(OC)c(OC)cc3n2)cc1
#16 Clc1ccc(OCc2nnc(SCc3nnc(-c4ccccc4)o3)o2)c(Cl)c1

compound no.	9	10	11	12	13	14	15	16
LRH-1 inv ag	-3	2	-7	-7	-21	1	-26	-6
CF NFkB inh	4	19	11	1	9	-5	-37	10
KKLEB tox	6	-2	-13	-10	1	4	-13	4
TROY NFkB inh	31	3	0	-1	-14	5	-54	10
LMP1 NFkB inh	-6	2	7	-3	-10	5	7	-1
TRAIL sens C8	-22	-9	26	-4	2	-7	15	3
COUP-TFII inh	-9	-16	-82	-6	7	4	/	-18
NCOA3 inh	14	5	-57	5	-11	13	-16	-16
SRC1 inh	-3	-2	-83	-1	-36	-30	-2	-13
Shn3 inh set2	8	-15	-47	0	-22	-5	6	-57
TWEAK-Fn14 inh	-26	-21	-43	-21	-7	6	-10	6

3 structures from above, ordered by length of the SMILES, largest number first:
#16 Clc1ccc(OCc2nnc(SCc3nnc(-c4ccccc4)o3)o2)c(Cl)c1
#12 Cc1cccc(CS(=O)(=O)Cc2ccc(C(=O)NCc3cccs3)o2)c1
#10 O=C1CC(c2ccccc2)Cc2nc(N3CCc4ccccc43)ncc21 (stereo not drawn)

compound no.	16	12	10
LRH-1 inv ag	-6	-7	2
CF NFkB inh	10	1	19
KKLEB tox	4	-10	-2
TROY NFkB inh	10	-1	3
LMP1 NFkB inh	-1	-3	2
TRAIL sens C8	3	-4	-9
COUP-TFII inh	-18	-6	-16
NCOA3 inh	-16	5	5
SRC1 inh	-13	-1	-2
Shn3 inh set2	-57	0	-15
TWEAK-Fn14 inh	6	-21	-21

4 of the entries above in order of their number in TWEAK-Fn14 inh, low to high.
No.	Structure	TWEAK-Fn14 inh
11	OCC1OC(n2cnc3c(NCCc4ccccc4)ncnc32)C(O)C1O (stereo not drawn)	-43
15	CCOC(=O)c1ccc(Nc2nc(N)c3cc(OC)c(OC)cc3n2)cc1	-10
13	CNc1c([N+](=O)[O-])cnn1-c1ccccc1F	-7
14	Cc1ccc(S(=O)(=O)N(C)C)cc1NC(=O)COC(=O)CCC(=O)c1cccs1	6

(listing goes on)
#17 Cc1ccc(C(=O)N/C(=C/c2cccnc2)C(=O)NCc2ccco2)cc1
#18 Cc1cccc(CCNC(=O)CC2C(=O)NCCN2CC2CCCCC2)n1 (stereo not drawn)
#19 Cc1nn(CC(=O)Nc2c(F)c(F)cc(F)c2F)c(=O)c2cccn12
#20 Cc1ccc(NC(=O)CCc2nnc3ccc(N4CCC5(CC4)OCCO5)nn23)cc1F
#21 O=C(Cc1cn(-c2ccccc2)nc1-c1ccccc1)N1CCCCC1
#22 CCOC(=O)c1c(C)n(C)c2ccc(OC)c(NC(=O)CN3CCN(Cc4ccccc4)CC3)c12
#23 NS(=O)(=O)c1ccc(NC(=S)N2CCC(O)CC2)cc1
#24 O=C(CN1C(=O)c2cccc3cccc1c23)Nc1cccnc1

compound no.	17	18	19	20	21	22	23	24
LRH-1 inv ag	15	-1	-2	16	-1	2	9	26
CF NFkB inh	14	1	-9	3	-3	-7	-8	-5
KKLEB tox	1	8	-2	-11	4	2	-4	6
TROY NFkB inh	-5	0	7	-1	17	-5	-3	-16
LMP1 NFkB inh	-3	-9	1	-3	-1	3	-3	8
TRAIL sens C8	-12	-3	-4	2	13	7	-3	10
COUP-TFII inh	-4	9	0	15	5	1	-3	-7
NCOA3 inh	7	10	-23	6	3	-6	7	23
SRC1 inh	-5	-7	-18	21	-2	-13	-14	8
Shn3 inh set2	-10	24	-15	5	11	-28	-9	-12
TWEAK-Fn14 inh	-11	0	8	-6	-9	-33	-4	4

#25 Cc1ccc2nc(C3CCCCC3)c(Cc3cccc(F)c3)n2c1
#26 O=C(/C=C/c1c(Cl)nc2ccccn12)N1CCCCC1
#27 Cc1nnc(SCC(=O)N/N=C/c2cn(-c3ccccc3)nc2-c2ccc(F)cc2)n1-c1ccccc1
#28 COc1ccc2c(c1OC)C(=O)OC2Nc1ncccc1C (stereo not drawn)
#29 CC(OC(=O)c1ccccc1NCCO)C(=O)NCC(=O)Nc1ccc(F)c(F)c1F (stereo not drawn)
#30 NC1(C(=O)O)CC1
#31 CCOc1ccc(CCNC(=O)CSc2n[nH]c(N)n2)cc1OCC
#32 CCOC(=O)c1sc2nc(CSc3ccccc3)[nH]c(=O)c2c1C

compound no.	25	26	27	28	29	30	31	32
LRH-1 inv ag	5	-33	-6	6	13	11	7	-8
CF NFkB inh	-17	2	2	-4	13	-14	23	10
KKLEB tox	-2	-8	2	15	-14	-6	-14	-10
TROY NFkB inh	8	-45	-5	-7	17	7	0	-1
LMP1 NFkB inh	/	-6	-7	-4	-2	2	-1	-26
TRAIL sens C8	14	-2	-8	-15	-10	-10	4	16
COUP-TFII inh	-55	-25	9	-13	16	-13	-5	-6
NCOA3 inh	4	-39	-60	-16	-8	4	11	-30
SRC1 inh	-24	-34	-2	7	-18	-14	3	-4
Shn3 inh set2	-11	-3	-3	-8	-8	-3	-2	-16
TWEAK-Fn14 inh	0	-21	-5	4	0	-16	-1	13

#33 Cc1nc2c(c3c1[nH]c1ccccc13)C(O)CC(C)(C)C2 (stereo not drawn)
#34 [N-]=[N+]=NC1CC(CO)OC1n1ccc(=O)[nH]c1=O (stereo not drawn)
#35 CCc1ccc(NC(=O)N(CCN(C)C)C(C)c2cccnc2)cc1 (stereo not drawn)
#36 CCCCSc1nnc(C)c(=O)[nH]1
#37 Cc1ccc(F)cc1NC(=O)c1cccc(N(C)C)c1
#38 COc1ccc(CNCCc2ccc([N+](=O)[O-])cc2)c(OC)c1OC
#39 CN(CC(=O)NCc1ccccc1)CC(=O)Nc1ccc(Cl)c(C(F)(F)F)c1
#40 COc1ccc(NC(=O)CN(Cc2ccccc2)S(C)(=O)=O)c(OC)c1

compound no.	33	34	35	36	37	38	39	40
LRH-1 inv ag	2	-3	8	-12	-21	1	-14	8
CF NFkB inh	9	-3	-13	2	-19	7	-6	16
KKLEB tox	-5	4	-1	-4	17	-9	-1	5
TROY NFkB inh	17	0	-34	12	-9	-19	10	12
LMP1 NFkB inh	16	-2	0	-1	-3	0	1	1
TRAIL sens C8	24	0	-1	-5	0	7	0	0
COUP-TFII inh	23	-22	-11	17	-10	1	15	-8
NCOA3 inh	20	-1	-22	8	-18	25	-1	11
SRC1 inh	-29	14	-14	4	-4	8	-17	10
Shn3 inh set2	32	0	2	-2	-16	23	14	15
TWEAK-Fn14 inh	5	10	9	-5	-10	-26	8	-17

#41 CCc1c(C(=O)N2CCCN(C)CC2)csc1C
#42 O=C(NNc1nc2ccccc2s1)C1CC1
#43 CC(=O)c1cccc(OCC(=O)N(CCC2=CCCCC2)c2c(N)n(Cc3ccccc3)c(=O)[nH]c2=O)c1
#44 CC(C)n1c(CCC(=O)O)ccc1-c1ccccc1
#45 O=C(O)c1ccc(Sc2nnc(-c3cccc(Br)c3)o2)c([N+](=O)[O-])c1
#46 Cc1cc(Oc2ccc(OCC(N)=O)nn2)nc(Cl)n1
#47 Cc1ccccc1CC(=O)N1CCN(C(=O)C2CCCO2)CC1 (stereo not drawn)
#48 COc1ccc(Cl)cc1NC(=O)CN(C)C(=O)CCNC(=O)c1ccccc1OC

compound no.	41	42	43	44	45	46	47	48
LRH-1 inv ag	12	-2	-18	0	-17	9	-23	-9
CF NFkB inh	13	12	10	-3	0	-3	10	16
KKLEB tox	0	-2	0	-6	-4	5	-12	-3
TROY NFkB inh	3	24	-18	-24	14	-17	-1	5
LMP1 NFkB inh	-16	-7	0	1	-3	5	4	4
TRAIL sens C8	-4	-15	15	-3	7	-2	-12	-1
COUP-TFII inh	13	6	11	-4	0	-4	-22	7
NCOA3 inh	7	-7	-11	4	-6	4	-19	1
SRC1 inh	-10	-10	-1	-11	-2	-8	-45	5
Shn3 inh set2	6	-18	11	-7	-2	-5	7	3
TWEAK-Fn14 inh	-12	18	0	12	5	15	3	-1
